Source: PubChem
Ecoli tolC: growth inhibitors of E. coli tolC mutant, primary screen, strain BW25113 ΔtolC::kan, 384-well; OD615; growth inhibition, % at 10 µM (by protocol); 65,000 tested, 2.2% active; AID 573, 2007;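 active = growth inhibition at or above a cutoff equal to the mean over every tested compound plus 3 SD, cut at about 60% in these data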;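 note: growth measured after 20 h incubation at 37 °C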
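Assay system: tolC-deleted E. coli BW25113. Medium: kanamycin-containing LB broth (50 µg/mL). Dosing: 10 µM final, single dose. Timing: bacterial growth with compound for 20 h at 37 °C. Detection: A615 absorbance measurement. Read-out basis: growth inhibition in percent.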
5HT1a antag: human 5-HT1a receptor antagonists, primary screen, cell-based, CHO, Ga15 NFAT-bla reporter; CHO 5-HT1a Ga15 NFAT-bla reporter, antagonist mode; AID 612, 2007; 62,000 tested, 0.68% active; inhibition, % at 10 µM; 5-hydroxytryptamine receptor 1A (Homo sapiens), P08908;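 active = inhibition above the mean of all tested compounds plus 3 SD, cut at about 43% in these data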;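 note: receptor stimulated by 5-CT agonist at 100 nM near EC80; beta-lactamase reporter measured by ratiometric fluorescence of a cleavable substrate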
NADH enzymes: inhibitors of PK/LDH coupling enzymes, profiling panel, artefact control, biochemical, MLSMR library; IC50, µM (doses to about 10 µM), for the others: top-dose inhibition; AID 774, 2007; 65,000 tested, 0.02% active; coupled PK/LDH NADH assays, four targets;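 active = single-dose screening hits from any of four coupled enzyme assays that gave an IC50 when retested across doses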;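 note: the DPM-DC format reads NADH fluorescence rather than 340 nm absorbance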
RORa activator: activators of orphan receptor RORA, primary screen, cell-based, luminescence; Nuclear receptor ROR-alpha (Homo sapiens), P35398; CHO-K1 Gal4-RORA LBD luciferase reporter; percent increase over mock-subtracted basal signal; activation, % at 10 µM; 65,000 tested, 1.5% active;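 active = activation above the mean of all tested compounds plus 3 SD, cut at about 49% in these data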;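 note: 0% = DMSO-treated RORA cells and 100% = added signal equal to DMSO minus mock-transfected cells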
Target sequence (P35398 whole entry, looked up, the tested form may be a part): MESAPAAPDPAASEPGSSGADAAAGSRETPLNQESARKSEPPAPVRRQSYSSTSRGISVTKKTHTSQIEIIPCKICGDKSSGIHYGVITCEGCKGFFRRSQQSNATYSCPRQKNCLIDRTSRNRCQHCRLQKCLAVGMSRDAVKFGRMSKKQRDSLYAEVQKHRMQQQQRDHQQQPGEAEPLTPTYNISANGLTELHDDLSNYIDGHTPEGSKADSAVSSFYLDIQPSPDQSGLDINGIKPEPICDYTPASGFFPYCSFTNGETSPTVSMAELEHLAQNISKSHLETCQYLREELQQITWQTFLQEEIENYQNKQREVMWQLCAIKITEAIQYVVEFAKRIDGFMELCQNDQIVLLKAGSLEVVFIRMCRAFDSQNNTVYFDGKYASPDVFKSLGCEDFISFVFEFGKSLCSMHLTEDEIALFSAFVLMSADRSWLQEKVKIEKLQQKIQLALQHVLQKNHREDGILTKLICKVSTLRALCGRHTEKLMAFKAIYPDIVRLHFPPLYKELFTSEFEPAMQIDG
SF-1 act: activators of human SF-1, primary screen, cell-based, CHO-K1, Gal4-SF-1 LBD, luciferase luminescence | CHO-K1 Gal4-SF-1 LBD luciferase reporter; % increase over DMSO SF-1-specific signal | activation, % at 10 µM | AID 522, 2006 | Steroidogenic factor 1 (Homo sapiens), Q13285 | 65,000 tested, 1.9% active;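 active = activation above the mean activation of all tested compounds plus 3 SD, cut at about 50% in these data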
Target sequence (Q13285 whole entry, looked up, the tested form may be a part): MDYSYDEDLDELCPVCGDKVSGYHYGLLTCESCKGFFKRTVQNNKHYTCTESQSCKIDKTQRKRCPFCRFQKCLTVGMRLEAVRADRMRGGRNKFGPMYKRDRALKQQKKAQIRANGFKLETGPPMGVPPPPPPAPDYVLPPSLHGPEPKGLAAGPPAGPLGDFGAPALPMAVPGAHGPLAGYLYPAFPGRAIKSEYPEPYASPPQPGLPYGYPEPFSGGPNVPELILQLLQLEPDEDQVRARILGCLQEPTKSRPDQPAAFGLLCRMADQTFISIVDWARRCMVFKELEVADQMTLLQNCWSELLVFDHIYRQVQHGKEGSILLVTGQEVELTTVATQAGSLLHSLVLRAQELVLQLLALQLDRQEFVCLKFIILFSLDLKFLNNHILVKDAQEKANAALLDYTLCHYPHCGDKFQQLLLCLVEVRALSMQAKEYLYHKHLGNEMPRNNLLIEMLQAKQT
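Test system: CHO-K1 cells co-transfected with Gal4 DBD–human SF-1 LBD, 5xGal4 luciferase reporter. Quantity: 4,000 cells per well. Compound: 10 µM only. Incubation: compound added 1 h post-seeding, 20 h exposure at 37 °C, 5% CO2. Detection: SteadyLite luciferase luminescence. Replication: one test per compound.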
MMP13 inh: human MMP13 inhibitors, primary screen, biochemical, FRET peptide cleavage | Collagenase 3 (Homo sapiens), P45452 | MMP-13 fTHP FRET cleavage, Mca fluorescence | inhibition, % at 4 µM | 65,000 tested, 0.07% active;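 active = inhibition above the mean of compound-free control plate wells plus 3 SD, cut at about 14% in these data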;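 note: 0% = DMSO wells and 100% = wells with reference MMP-13 inhibitor after basal subtraction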
5HT1E antag: 5-HT1E receptor antagonists, primary screen, cell-based, HTS; 65,000 tested, 0.99% active; CHO 5-HT1E Ga15 NFAT-bla reporter, FRET, antagonist; AID 571, 2007; 5-hydroxytryptamine receptor 1E (Homo sapiens), P28566; inhibition, % at 6 µM;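 active = inhibition above a set limit, the mean inhibition across every tested compound plus 3 SD, cut at about 29% in these data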;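 note: signal is the 460 over 535 nm emission ratio of beta-lactamase substrate; 0% = agonist plus DMSO wells and 100% = wells without agonist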
HTR1A agonist: human 5-HT1a receptor agonists, primary screen, cell-based, CHO, Ga15 NFAT-bla reporter; 5-hydroxytryptamine receptor 1A (Homo sapiens), P08908; CHO 5-HT1a Ga15 NFAT-bla reporter, FRET ratio; 0% basal, 100% maximal reference agonist; activation, % at 10 µM; 65,000 tested, 0.56% active; AID 567, 2006;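 active = activation above the screen-wide mean activation plus 3 SD, cut at about 19% in these data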;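 note: 0% = DMSO wells and 100% = 5-CT at EC100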
HTR1E agonist: 5-HT1E receptor agonists, primary screen, cell-based, HTS; 5-hydroxytryptamine receptor 1E (Homo sapiens), P28566; CHO 5-HT1E Ga15 NFAT-bla reporter, FRET; 0% DMSO wells, 100% control agonist wells; activation, % at 6 µM; 65,000 tested, 0.69% active;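 active = activation above a set limit, the screen-wide mean activation plus 3 SD, cut at about 8.5% in these data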;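 note: 100% = positive control agonist at 1 µM giving full maximal response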
Numbers without * were called inactive; [ ] = another dose, or the depositor's remark.

Results for CC(=O)NC(C)C12CC3CC(CC(CC(=O)O)(C3)C1)C2 (centres undefined) ?
Ecoli tolC: -10; 5HT1a antag: -2; NADH enzymes: 3%; RORa activator: -6; SF-1 act: 2; MMP13 inh: 6; 5HT1E antag: 1; HTR1A agonist: -0.7; HTR1E agonist: -0.6

What do the screens show for `CCOc1cc(C2CC(=O)Nc3cc(C)c(C)cc32)ccc1O` (centres undefined)?
Ecoli tolC: 19; 5HT1a antag: 20; NADH enzymes: 7%; RORa activator: 14; SF-1 act: -19; MMP13 inh: 2; 5HT1E antag: 18; HTR1A agonist: -0.9; HTR1E agonist: -1.5

Results for CCN1CCN(C(CNC(=O)c2ccc3c(c2)OCO3)c2cccnc2)CC1 (centres undefined) ?
Ecoli tolC: -5; 5HT1a antag: -2; NADH enzymes: 3%; RORa activator: 3; SF-1 act: 18; MMP13 inh: -2; 5HT1E antag: -2; HTR1A agonist: -2.2; HTR1E agonist: 1.2

Results for Cn1cccc1Cc1nnc(SCC(=O)Nc2ccccc2F)n1CCc1ccccc1 ?
Ecoli tolC: 24; 5HT1a antag: -8; NADH enzymes: 2%; RORa activator: -13; SF-1 act: 1; MMP13 inh: 4; 5HT1E antag: -10; HTR1A agonist: -0.7; HTR1E agonist: 0.5

Results for O=C(CN1CCN(C(=O)c2ccccc2)CC1)Nc1ncc(Br)cc1Br ?
Ecoli tolC: -2; 5HT1a antag: 8; NADH enzymes: 1%; RORa activator: 8; SF-1 act: 0; MMP13 inh: -9; 5HT1E antag: 3; HTR1A agonist: 1.2; HTR1E agonist: -0.3

Results for COC(=O)CN(c1c(C)cccc1C)S(C)(=O)=O ?
Ecoli tolC: -15; 5HT1a antag: -2; NADH enzymes: 5%; RORa activator: 25; SF-1 act: 4; MMP13 inh: 2; 5HT1E antag: -5; HTR1A agonist: -1.6; HTR1E agonist: 0.7

What do the screens show for `CN(Cc1ccccc1)c1nc2c(c(=O)[nH]c(=O)n2C)n1CCCc1ccccc1`?
Ecoli tolC: 59; 5HT1a antag: -10; NADH enzymes: 6%; RORa activator: -6; SF-1 act: -1; MMP13 inh: 3; 5HT1E antag: 3; HTR1A agonist: 1.4; HTR1E agonist: 0.9

Results for c1ccc2c(c1)Cc1cc(CN3CCOCC3)ccc1-2 ?
Ecoli tolC: 10; 5HT1a antag: -22; NADH enzymes: 3%; RORa activator: 68*; SF-1 act: 28; MMP13 inh: 6; 5HT1E antag: 3; HTR1A agonist: 0.4; HTR1E agonist: 0.3

Results for Cc1csc(SCC(=O)O)n1 ?
Ecoli tolC: -26; 5HT1a antag: -8; NADH enzymes: 6%; RORa activator: -18; SF-1 act: -22; MMP13 inh: 1; 5HT1E antag: 1; HTR1A agonist: -2.2; HTR1E agonist: 0.8

How did CC1CCc2c(sc(NC(=O)c3noc4c3CCCC4)c2C(N)=O)C1 (centres undefined) do in these assays?
Ecoli tolC: 1; 5HT1a antag: 0; NADH enzymes: 3%[fluoresces]; RORa activator: 101*; SF-1 act: 50*; MMP13 inh: -3; 5HT1E antag: -8; HTR1A agonist: -1.3; HTR1E agonist: 2.2

What do the screens show for `FC(F)(F)c1cccc(NCc2cn3cccnc3n2)c1`?
Ecoli tolC: -7; 5HT1a antag: 12; NADH enzymes: 6%; RORa activator: 18; SF-1 act: -6; MMP13 inh: -13; 5HT1E antag: 4; HTR1A agonist: -0.2; HTR1E agonist: -0.3

How did CCCNC(=O)Nc1cc(OCC)c(N2CCOCC2)cc1OCC do in these assays?
Ecoli tolC: -11; 5HT1a antag: -7; NADH enzymes: 3%; RORa activator: 0; SF-1 act: 6; MMP13 inh: 1; 5HT1E antag: 8; HTR1A agonist: 1.7; HTR1E agonist: 0.4

What do the screens show for `O=C1CC(c2ccccc2)n2ncnc2N1` (centres undefined)?
Ecoli tolC: -11; 5HT1a antag: -7; NADH enzymes: 1%; RORa activator: -6; SF-1 act: -11; MMP13 inh: 1; 5HT1E antag: 7; HTR1A agonist: -0.7; HTR1E agonist: -0.1

How did Cn1c(-c2ccc3c(c2)OCO3)cnc1NCc1cccc(Cl)c1 do in these assays?
Ecoli tolC: 37; 5HT1a antag: 23; NADH enzymes: 11%; RORa activator: 6; SF-1 act: -3; MMP13 inh: -4; 5HT1E antag: 5; HTR1A agonist: -1.7; HTR1E agonist: -1.4

What do the screens show for `CC1CCCCN1CC(=O)NCc1ccc2c(c1)OCO2` (centres undefined)?
Ecoli tolC: -15; 5HT1a antag: -1; NADH enzymes: 7%; RORa activator: -19; SF-1 act: -4; MMP13 inh: 1; 5HT1E antag: -13; HTR1A agonist: 0.2; HTR1E agonist: -0.8

How did CC(C)Cc1nc(N2CCCCC2)c(C#N)c2c1CCC2 do in these assays?
Ecoli tolC: -2; NADH enzymes: 3%; RORa activator: 4; SF-1 act: 7; MMP13 inh: -14; 5HT1E antag: 3; HTR1A agonist: 1.6; HTR1E agonist: -1.4

How did COc1cc(C2C(C#N)=C(C)NC3=C2C(=O)c2ccccc23)cc(OC)c1OC (centres undefined) do in these assays?
Ecoli tolC: 4; 5HT1a antag: 63*; NADH enzymes: 4%; RORa activator: -38; SF-1 act: -82; MMP13 inh: 2; 5HT1E antag: 82*; HTR1A agonist: -4.3; HTR1E agonist: 1.0

Results for O=C(O)c1ccc(COc2cccc(CO)c2)cc1 ?
Ecoli tolC: -11; 5HT1a antag: 11; NADH enzymes: 6%; RORa activator: -15; SF-1 act: -5; MMP13 inh: -2; 5HT1E antag: 7; HTR1A agonist: 0.6; HTR1E agonist: -1.8

What do the screens show for `Cn1c(=O)c2c(n(C)c1=O)=NC1(CCCCC1)N=2`?
Ecoli tolC: -15; 5HT1a antag: 6; NADH enzymes: 6%; RORa activator: 0; SF-1 act: -5; MMP13 inh: 6; 5HT1E antag: -3; HTR1A agonist: -0.6; HTR1E agonist: 0.2

Results for Cc1cc(NC(=O)COC(=O)COc2ccc3c(c2)CCC3)no1 ?
Ecoli tolC: 0; 5HT1a antag: -4; NADH enzymes: 3%; RORa activator: -1; SF-1 act: -7; MMP13 inh: 0; 5HT1E antag: 12; HTR1A agonist: -1.9; HTR1E agonist: -0.7

Results for Oc1ccc(-c2nc3cnccn3c2Nc2ccc3c(c2)OCCO3)cc1 ?
Ecoli tolC: -3; 5HT1a antag: -3; NADH enzymes: 12%; RORa activator: 53*; SF-1 act: 27; MMP13 inh: -4; 5HT1E antag: 11; HTR1A agonist: -2.3; HTR1E agonist: 0.1

What do the screens show for `CCOC(=O)c1oc2ccccc2c1NC(=O)CN1CCN(C)CC1`?
Ecoli tolC: -12; 5HT1a antag: -7; NADH enzymes: 5%; RORa activator: 11; SF-1 act: -3; MMP13 inh: -1; 5HT1E antag: 10; HTR1A agonist: 2.1; HTR1E agonist: -0.1

What do the screens show for `COc1ccc(C(OC(=O)c2ccco2)C(=O)NCc2ccco2)cc1` (centres undefined)?
Ecoli tolC: -8; 5HT1a antag: -4; NADH enzymes: 8%; RORa activator: 3; SF-1 act: -14; MMP13 inh: 7; 5HT1E antag: -3; HTR1A agonist: -0.4; HTR1E agonist: 0.5

What do the screens show for `COc1ccc(Cl)cc1N(CC(=O)Nc1ccc2c(c1)OCO2)S(C)(=O)=O`?
Ecoli tolC: 15; 5HT1a antag: 0; NADH enzymes: 10%; RORa activator: -21; SF-1 act: -20; MMP13 inh: 5; 5HT1E antag: 6; HTR1A agonist: -1.4; HTR1E agonist: 0.1

How did COc1ccc(NC(=O)C=C(C)C)cc1Cl do in these assays?
Ecoli tolC: 3; 5HT1a antag: 6; NADH enzymes: 2%; RORa activator: 39; SF-1 act: 48; MMP13 inh: 0; 5HT1E antag: -3; HTR1A agonist: -0.3; HTR1E agonist: 0.3

What do the screens show for `CC(CCc1ccccc1)NCc1ccncc1` (centres undefined)?
Ecoli tolC: -9; 5HT1a antag: 4; NADH enzymes: 6%; RORa activator: -20; SF-1 act: -6; MMP13 inh: 2; 5HT1E antag: -2; HTR1A agonist: -2.6; HTR1E agonist: 0.0

Results for CCN(CC(F)(F)C(F)F)S(=O)(=O)c1ccc(NC(=O)OC)cc1 ?
Ecoli tolC: 12; 5HT1a antag: 2; NADH enzymes: 3%; RORa activator: 1; SF-1 act: 5; MMP13 inh: 3; 5HT1E antag: 0; HTR1A agonist: -4.3; HTR1E agonist: -0.6

Results for COC(=O)c1ccc(COc2ccc3c(C)c(C)c(=O)oc3c2C)o1 ?
Ecoli tolC: 4; 5HT1a antag: -2; NADH enzymes: 2%; RORa activator: -30; SF-1 act: 11; MMP13 inh: -6; 5HT1E antag: 19; HTR1A agonist: -2.0; HTR1E agonist: 0.1

How did CCCCn1c2nc3ccccc3nc2c2c(=O)n(CCC)cnc21 do in these assays?
Ecoli tolC: 16; 5HT1a antag: 5; NADH enzymes: 9%[fluoresces]; RORa activator: 28; SF-1 act: 22; MMP13 inh: -28; 5HT1E antag: 3; HTR1A agonist: -1.6; HTR1E agonist: -1.7

What do the screens show for `Cc1ccc(N(CC(=O)O)C2SC(=O)NC2=O)cc1` (centres undefined)?
Ecoli tolC: 3; NADH enzymes: 5%; RORa activator: -7; SF-1 act: -7; MMP13 inh: 2; 5HT1E antag: 4; HTR1A agonist: 2.4; HTR1E agonist: -0.3

Results for O=C(CSc1ncnc2ccccc12)N1CCCC1 ?
Ecoli tolC: 5; 5HT1a antag: 0; NADH enzymes: 3%; RORa activator: 55*; SF-1 act: 18; MMP13 inh: 2; 5HT1E antag: 2; HTR1A agonist: -0.6; HTR1E agonist: 0.1

Results for O=C(CN1C(=O)c2ccccc2S1(=O)=O)N1CCc2ccccc2C1 ?
Ecoli tolC: -10; 5HT1a antag: -11; NADH enzymes: 3%; RORa activator: -13; SF-1 act: -2; MMP13 inh: -1; 5HT1E antag: -10; HTR1A agonist: 0.1; HTR1E agonist: 0.5

Ordered by count of non-hydrogen atoms (ascending): part of the list above
What do the screens show for `O=C1CC(c2ccccc2)n2ncnc2N1` (centres undefined)?
Ecoli tolC: -11; 5HT1a antag: -7; NADH enzymes: 1%; RORa activator: -6; SF-1 act: -11; MMP13 inh: 1; 5HT1E antag: 7; HTR1A agonist: -0.7; HTR1E agonist: -0.1

What do the screens show for `CCOC(=O)c1oc2ccccc2c1NC(=O)CN1CCN(C)CC1`?
Ecoli tolC: -12; 5HT1a antag: -7; NADH enzymes: 5%; RORa activator: 11; SF-1 act: -3; MMP13 inh: -1; 5HT1E antag: 10; HTR1A agonist: 2.1; HTR1E agonist: -0.1

How did COc1cc(C2C(C#N)=C(C)NC3=C2C(=O)c2ccccc23)cc(OC)c1OC (centres undefined) do in these assays?
Ecoli tolC: 4; 5HT1a antag: 63*; NADH enzymes: 4%; RORa activator: -38; SF-1 act: -82; MMP13 inh: 2; 5HT1E antag: 82*; HTR1A agonist: -4.3; HTR1E agonist: 1.0
